KDM5B inhibitor = KDM5B demethylase inhibition | AID 1347165 | Q9UGL1 | KDM5B demethylase, FDH-coupled NADH fluorescence (FDH is formaldehyde dehydrogenase) | Potency, µM (highest dose often 57.7 µM), for inactives: at the top dose activity change, negative = inhibition, hits mostly inhibitors | 220,000 compounds, 2.6% hits; active means well fitted inhibition curve with a large enough effect; inconclusive means small, poorly fitted or top-dose-only effect; inactive means no such curve, though single readings can be large or run the other way; further: 0% is about no effect; nearly all actives have a fitted effect of over 70% in size
Target sequence (Q9UGL1 whole entry, looked up): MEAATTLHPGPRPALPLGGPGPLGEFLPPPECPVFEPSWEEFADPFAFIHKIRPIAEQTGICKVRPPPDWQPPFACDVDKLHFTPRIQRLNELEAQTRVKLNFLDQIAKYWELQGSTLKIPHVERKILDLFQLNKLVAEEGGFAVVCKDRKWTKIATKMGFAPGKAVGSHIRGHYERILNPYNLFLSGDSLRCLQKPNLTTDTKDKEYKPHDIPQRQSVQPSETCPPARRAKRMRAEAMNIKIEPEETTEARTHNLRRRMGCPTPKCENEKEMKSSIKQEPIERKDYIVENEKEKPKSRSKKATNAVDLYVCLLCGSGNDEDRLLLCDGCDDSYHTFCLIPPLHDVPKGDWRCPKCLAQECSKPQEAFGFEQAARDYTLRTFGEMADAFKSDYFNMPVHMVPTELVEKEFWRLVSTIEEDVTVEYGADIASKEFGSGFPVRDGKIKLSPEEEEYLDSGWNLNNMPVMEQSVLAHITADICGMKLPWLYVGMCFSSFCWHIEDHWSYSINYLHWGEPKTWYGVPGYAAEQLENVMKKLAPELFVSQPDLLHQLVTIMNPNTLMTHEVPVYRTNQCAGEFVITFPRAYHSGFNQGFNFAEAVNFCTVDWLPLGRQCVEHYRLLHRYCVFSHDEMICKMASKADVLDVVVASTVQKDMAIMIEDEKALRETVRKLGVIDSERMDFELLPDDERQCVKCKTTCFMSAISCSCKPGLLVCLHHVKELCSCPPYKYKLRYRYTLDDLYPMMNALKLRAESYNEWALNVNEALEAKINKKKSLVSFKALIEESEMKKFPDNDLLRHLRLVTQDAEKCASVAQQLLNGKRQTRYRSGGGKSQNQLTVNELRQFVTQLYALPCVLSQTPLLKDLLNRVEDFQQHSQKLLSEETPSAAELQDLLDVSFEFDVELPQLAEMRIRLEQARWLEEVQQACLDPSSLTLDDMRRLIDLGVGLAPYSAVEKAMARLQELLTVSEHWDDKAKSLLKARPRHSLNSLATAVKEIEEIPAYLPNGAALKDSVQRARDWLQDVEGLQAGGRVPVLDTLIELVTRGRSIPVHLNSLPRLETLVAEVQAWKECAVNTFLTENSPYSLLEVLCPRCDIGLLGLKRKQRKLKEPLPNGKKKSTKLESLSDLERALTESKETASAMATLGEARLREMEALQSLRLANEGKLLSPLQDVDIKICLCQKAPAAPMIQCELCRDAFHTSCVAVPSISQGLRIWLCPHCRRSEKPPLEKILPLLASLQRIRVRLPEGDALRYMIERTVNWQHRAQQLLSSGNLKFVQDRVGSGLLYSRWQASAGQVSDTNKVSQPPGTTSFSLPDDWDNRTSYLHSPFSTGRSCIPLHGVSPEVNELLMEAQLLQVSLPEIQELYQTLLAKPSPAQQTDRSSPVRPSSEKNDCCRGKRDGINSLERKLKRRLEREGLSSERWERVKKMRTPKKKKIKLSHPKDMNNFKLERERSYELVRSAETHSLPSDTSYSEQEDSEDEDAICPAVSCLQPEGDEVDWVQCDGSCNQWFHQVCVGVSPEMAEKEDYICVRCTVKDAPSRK
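Here, H3K4me3 peptide (12.5 µM in substrate mix) is demethylated by KDM5BΔAP, 200 nM final, after 10 min compound exposure. Formaldehyde product is coupled through FDH (0.25 U/mL in mix) to NADH fluorescence; 30-min ΔRFU feeds dose-response curves.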
Numbers without * were called inactive; i = inactive; ? = inconclusive; [ ] = remark or other dose. Potency means the concentration at half of the fitted maximal effect. The list is partial; count on the stated rates, not on these rows.

Sample of the layout:
SMILES | KDM5B inhibitor
COc1ccc(N2CC(c3noc(-c4cc(C)cc(C)c4)n3)CC2=O)cc1OC (centres undefined) | -5%
CCc1nnc(CN(CC)C(=O)c2ccc3nc(-c4ccccc4)cn3c2)o1 | 28µM*
COc1ccc(CC(=O)Nc2ccc([C@H]3OCC(=O)N(Cc4nccn4C)[C@@H]3CO)cc2)cc1 | -3%
CCc1ccc(/C=C(/C#N)c2nc3ccccc3s2)cc1 | -11%

Results, from the first entry:
SMILES | KDM5B inhibitor
COc1ccc(N2CC(c3noc(-c4cc(C)cc(C)c4)n3)CC2=O)cc1OC (centres undefined) | -5%
CCc1nnc(CN(CC)C(=O)c2ccc3nc(-c4ccccc4)cn3c2)o1 | 28µM*
COc1ccc(CC(=O)Nc2ccc([C@H]3OCC(=O)N(Cc4nccn4C)[C@@H]3CO)cc2)cc1 | -3%
CCc1ccc(/C=C(/C#N)c2nc3ccccc3s2)cc1 | -11%
CCCNC(=O)Nc1cc(S(=O)(=O)N2CCOCC2)ccc1NCC1CCCO1 (centres undefined) | 13%
Cc1ccccc1Nc1c(-c2cccnc2)nc2ccc(Cl)cn12 | ?
Cc1nc2cccnc2n1CC1CCCN(S(=O)(=O)c2ccccc2)C1 (centres undefined) | -8%
Cc1nc2c(s1)C[C@@H]1[C@](C)(CO)[C@H](O)CC[C@@]1(C)[C@@H]2CC(=O)Nc1ccccc1 | 24%[86.2 µM]
COC(=O)C1=NN(c2ccc(OC)cc2)C2C(=O)N(c3ccccc3OC)C(=O)C12 (centres undefined) | -3%
CCCNC(=O)N(C1CCOCC1)C1CCN(C(=O)c2ccsc2)CC1 | 15%
COCCOc1ccc2c(n1)CCN(C(=O)COc1ccc(F)cc1)C2 | -19%
CCCCOc1ccc(C(C)NC(=O)c2cccc(Nc3nc4ccccc4n4nnnc34)c2)cc1 (centres undefined) | 65%[activator]
COC(=O)NNC(=O)C1CCC(C)CC1 (centres undefined) | 0%
Cc1ccc(CC(=O)N2CCc3cn(C)c4cccc(c34)C2)cc1 | 28µM*
CCCC[N+](CC#CCO)(CC#Cc1ccccc1)CCCC | 2%
COc1ccc(C(=O)NC2CCN(c3cc(-c4ccccc4)[nH]n3)C2)cc1OC (centres undefined) | ?
CSc1nc(O)c(C(c2ccc(OC(C)C)cc2)c2c(O)nc(SC)[nH]c2=O)c(=O)[nH]1 | ?
Cc1cccc(N(C)C(=O)Cn2nc(-c3ccc(Br)cc3)ccc2=O)c1 | 2%
Cc1ccc(-c2nc(CS(=O)(=O)CC3CCCO3)co2)c(C)c1 (centres undefined) | 17%
Cc1nn(-c2ccccc2)c2c1N(CCCC(=O)NCc1ccc(N(C)C)cc1)C(=O)CS2 | -13%
CCC(=O)N1Cc2ccccc2CC2(CCCCN2CC2CCNC2)C1 (centres undefined) | ?
c1ccc2c(CNC3CC3)cccc2c1 | 21%
Cc1ccc(CN(C(=O)Nc2cccc(Cl)c2)c2ccccn2)cc1 | -10%
Cc1ccc(CCNC(=O)c2cc(-c3ccncc3)nc3ccccc23)cc1 | 18%
CC(C)NC(=O)C[C@@H]1O[C@H](CNC[C@H]2O[C@@H](CC(=O)NC(C)C)[C@H](O)[C@@H]2O)[C@@H](O)[C@H]1O | -14%
CCOc1ccc(C(=O)c2oc3ccccc3c2NC(=O)Cc2coc3cc(C)cc(C)c23)cc1 | -1%
COc1ccc(NC(=O)CSCC(=O)NC2(C)CCS(=O)(=O)C2)cc1 (centres undefined) | -1%
COc1cc(Br)cc2cc(-c3nc(-c4ccccc4C)no3)c(=O)oc12 | -5%
Cc1c(C(=O)Nc2cccc(C(F)(F)F)c2)oc2ccc(S(=O)(=O)N3CCC4(CC3)OCCO4)cc12 | ?
COc1ccc2cc(C(=O)N3CCC(C(C)C(=O)NCCCN4CCCC4)CC3)[nH]c2c1 (centres undefined) | 13%
CCCNc1cc(N2CCC(CCC(=O)N3CCN(c4ccc(F)cc4)CC3)CC2)ncn1 | 9%
Cn1nc(C(=O)Nc2cccc(Cl)c2)c2c1-c1ccsc1CC2 | -10%
CCOC(=O)c1ccc(N2C(=O)c3n[nH]c(-c4cccs4)c3C2c2ccc(OCC)cc2)cc1 (centres undefined) | ?
COc1ccc(/C=C\c2onc(C)c2S(=O)(=O)N2CCC(C(=O)Nc3ccc(C)c(F)c3)CC2)cc1 | -17%
CC(C)Oc1cccc(-c2nc(C(=O)NCc3ccco3)cs2)c1 | ?
CC(=O)N1CCC(C(=O)N[C@H]2CCN3C(=O)N(c4ccc(C)cc4)C(=O)[C@@H]3C2)CC1 | -5%[86.2 µM]
CC(C)NC(=O)c1noc(-c2ccc[nH]c2=O)n1 | i
COCCC(=O)N1CCC(Oc2ccccc2-c2nc(C3CC3)no2)C1 (centres undefined) | ?
Cn1nc(C(=O)N2CCC3(CC2)N=C(c2ccccc2)NO3)c2ccccc21 | ?
CN(CC(=O)N1CCCC1)c1nc(-c2ccsc2)nc2ccccc12 | -2%
O=C1NCCC[C@@H]1NC(=O)[C@@H]1CN(C(=O)c2cccc(F)c2)CCN1C(=O)C1CCNCC1 | 24%
CCn1c(=O)cc(OCC(=O)NCc2ccc(F)cc2Cl)c2ccccc21 | 15%[11.5 µM]
CCc1nc(-c2c3n(c(=O)n(CC(=O)Nc4cc(F)ccc4F)c2=O)CCCC3)no1 | -14%
CCn1nccc1C(=O)N1CCC2(CC1)CN(C(C)=O)CC2COC (centres undefined) | 18%
Oc1ccc(C2(c3ccccc3)C=Cc3c(ccc4ccccc34)O2)cc1 (centres undefined) | 2%
Cc1ccccc1NC(=O)Cn1nc2n(c1=O)CCCC2 | 17%
CC(=O)c1cccc(NC(=O)CC(C)c2ccccc2)c1 (centres undefined) | 7%
Cc1ccc(N2CCN(C(=O)c3noc(-c4ccc[nH]c4=O)n3)CC2)cc1 | -19%
Cc1ccccc1/C=C(/C#N)C(=O)c1c(C)[nH]c2ccccc12 | ?
CN(C)C(=O)N1CCCCC(NC2CCN(c3ccc4c(c3)CCC4)CC2)C1 (centres undefined) | -10%
O=C(O)/C=C/C(=O)Nc1ccc(Cl)c(C(F)(F)F)c1 | -26%
Cc1nc(C)c(C(=O)N2CCC(CCOc3ccccc3)C2)s1 (centres undefined) | -10%
CCOCCCn1c(=N)c(S(=O)(=O)c2ccc(C)cc2)cc2c(=O)n3cccc(C)c3nc21 | -46%
CNC(=O)[C@@H](CC(C)C)N1CCC[C@H]1C(=O)NC1CCCCC1 | 7%[86.2 µM]
COC(=O)Nc1cc(C(=O)OC)ccc1C | 4%
CN(Cc1cccnc1)c1nc2c(c(=O)[nH]1)CCN(Cc1ccc(F)cc1)CC2 | 16%
CCC(C)Nc1nc(-c2ccccc2O)nc2ccccc12 (centres undefined) | -4%
O=C(COC(=O)c1nn(-c2ccccc2)c(=O)c2ccccc12)Nc1ccccc1Cl | -3%
Cc1ccc(S(=O)(=O)NCC(=O)Nc2ccc3c(c2)OCO3)cc1 | 25%
Cc1ccccc1OCCn1cc(C(=O)C2CCCCC2)c2ccccc21 | 18%
Continued.
SMILES | KDM5B inhibitor
Brc1ccc(-c2noc(C(c3ccccc3)c3ccccc3)n2)cc1 | 16%
CCOc1c(Br)cc(CNc2ccc(N3CCN(C(C)=O)CC3)cc2)cc1OC | 7%
Cc1ccc(C(=O)N2CCN(c3oc(C4CC4)nc3C#N)CC2)c(C)n1 | 8%
O=C(COc1ccc(-c2nnc3n2CCCC3)cc1)Nc1ccc(Cl)cc1 | -4%
CCCOC(=O)CCCN1C(=O)/C(=C2\SC(=S)N(CCCC(=O)OCCC)C2=O)SC1=S | -5%
O=C(O)Cc1ccc(N2C(=O)C(=O)/C(=C(/O)c3ccc(F)cc3)C2c2ccccc2Cl)cc1 (centres undefined) | -1%
Cn1c(=O)c2c(ncn2CC(=O)OCC(=O)Nc2ccc(F)cc2F)n(C)c1=O | -3%
Cc1ccc(CNC(=O)Cn2cc(C(=O)c3ccc(Cl)cc3)c(=O)c3ccc(C)nc32)cc1 | 0%
COc1ccccc1CNC(=O)CCNS(=O)(=O)c1ccc2c(c1)oc(=O)n2C | -12%
CSc1ccccc1NC(=O)/C=C\C(=O)O | -28%
O=C(O)CSc1nnc(-c2ccc(O)cc2)o1 | ?
CCc1ccc2occ(CC(=O)Nc3c(C(=O)Nc4ccc(Cl)cc4)oc4ccccc34)c2c1 | 5%
O=C(NC[C@H]1OC[C@@H](NC2CCOCC2)[C@@H]1O)c1ccccc1 | -18%[86.2 µM]
Cc1nn(CC(=O)c2ccc(Br)s2)c(C)c1[N+](=O)[O-] | -11%
O=S(=O)(c1ccc(F)cc1F)N1CCN(Cc2cccc3cccnc23)CC1 | 1%
c1ccc2c(Cc3nnc([C@H]4CCN(CC5CC5)C4)o3)c[nH]c2c1 | -7%[86.2 µM]
COc1ccc(NC(=O)Cc2ccc3c(c2)OCCCO3)cn1 | 16%
CN(c1ccccc1)S(=O)(=O)c1cccc(NC(=O)c2cncc(Br)c2)c1 | -3%
CCCc1nc(SC)ncc1C(=O)Nc1ccccc1F | -9%
O=C(/C(C=Nc1ccccc1Cl)=C(/O)c1ccco1)C(F)(F)F | -1%
COc1ccccc1C(=O)Nc1c(NC2CCCCC2)c2ccccc2oc1=O | 12%
O=C(NC(=S)Nc1cccc(Cl)c1Cl)C1CC1 | 1%
O=C(NC1CCCC1)c1cc(-c2ccncc2)nc2c(Cl)cccc12 | 6%
O=C(Nc1ccc2nnc(-c3ccc(C(=O)N4CCSCC4)cc3)n2c1)C1CCC1 | 28µM*
COCC(=O)N[C@H]1CC[C@]2(C)CCC([C@H](C)C(=O)NCc3ccc(OC)c(OC)c3)[C@H](O)[C@H]2[C@@H]1C (some centres undefined) | 18%
Cc1ccc(NC(=O)c2cc3nc(-c4ccccc4)cc(-c4ccccc4)n3n2)cc1 | ?
COc1cccc(C(=O)Oc2ccc(F)cc2C(=O)/C=C/c2ccc(F)cc2)c1 | 5%
CCc1nc2c(c(-c3ccc(Cl)cc3)n1)CN(C(=O)c1ccc(F)cc1)CC2 | -10%
CCOC(=O)c1cn(C2CN(C(=O)Cc3cccc(Cl)c3)C2)nn1 | -6%
Cc1oc2cc(OCC(=O)Nc3ccc(F)cc3F)ccc2c(=O)c1Oc1ccccc1 | 20%

Looked up by compound from the entries so far (2):
SMILES | KDM5B inhibitor
COc1cccc(C(=O)Oc2ccc(F)cc2C(=O)/C=C/c2ccc(F)cc2)c1 | 5%
COCC(=O)N[C@H]1CC[C@]2(C)CCC([C@H](C)C(=O)NCc3ccc(OC)c(OC)c3)[C@H](O)[C@H]2[C@@H]1C (some centres undefined) | 18%

Next part
SMILES | KDM5B inhibitor
CC(=O)Nc1ccc(NS(=O)(=O)c2c(Cl)cccc2Cl)cc1 | 39%
CC(/C=N/Nc1ccc(S(N)(=O)=O)cc1[N+](=O)[O-])c1ccccc1 (centres undefined) | 9%
CCOC(=O)c1cccc(NC(=O)[C@@H](c2ccccc2)N2Cc3ccccc3C2=O)c1 | -29%
O=C(C[C@@H]1C[C@H]2O[C@H](CNC3CCCCC3)[C@@H](O)[C@H]2O1)N1CCC(F)(F)C1 | -8%[86.2 µM]
O=C(COc1ccc(Cl)cc1Cl)c1ccccc1 | 5%
Nc1ccc(C(=O)c2ccc(Cl)cc2)cc1 | 5%
CCNC(=O)N1CCC[C@@H](O)[C@H](NC(=O)c2ccc(OCCN3CCCC3)cc2)C1 | 7%[86.2 µM]
Cc1ccc(C)c(N2CCN(C(=O)c3cc(S(=O)(=O)N4CCCC4)cn3C)CC2)c1 | -14%
Cc1ccc(NC(=O)c2nn(Cc3ccccc3)c(=O)c3ccccc23)cc1F | -18%
C=CCOc1ccc(C(=O)Nc2cc(C)ccc2C)cc1 | 11%
O=C(NCC12CC3CC(CC(C3)C1)C2)c1cc([N+](=O)[O-])ccc1Cl | 24%
O=C(C1CC1)N1CC(F)(F)C[C@H]1c1nc(-c2cccnc2)no1 | -7%
COc1cccc(C2CC(=O)N(c3sc4c(c3C#N)CCCC4)C3=C2C(=O)CCC3)c1OC (centres undefined) | 8%
COc1ccc(NC(=O)CN2C(=O)NC3(CCCCC3)C2=O)cc1OC | 29%
CCN(Cc1ccccc1)C(=O)C1CCN(S(=O)(=O)c2c(C)noc2/C=C/c2ccc(C)cc2)CC1 | ?
N#Cc1ccc(/C=C/C(=O)c2cc3ccccc3o2)cc1 | -1%
O=C1CCCc2cc(S(=O)(=O)N3CCCC(C(=O)N4CCC5(CC4)OCCO5)C3)ccc2N1 (centres undefined) | 6%
COc1ccc(-c2cn3c(n2)sc2cc(C(=O)NCCCN4CCCCC4)ccc23)cc1 | ?
Cc1cc(NC(=O)CCC(=O)N(Cc2ccco2)C2(C(=O)NC3CCCC3)CCCCC2C)no1 (centres undefined) | 11%
O=C(Cc1noc(C(=O)NC2CCCC2)n1)Nc1cccc2ncccc12 | ?
Cc1ccc(/C=C(/C#N)S(C)(=O)=O)cc1 | 2%
CC(C)c1ccc2c(c1)C1(CC(=O)Nc3c1sc(C(=O)O)c3-c1ccccc1)C(=O)N2C (centres undefined) | 15%

Some of these compounds in order of the KDM5B inhibitor value, rising:
SMILES | KDM5B inhibitor
N#Cc1ccc(/C=C/C(=O)c2cc3ccccc3o2)cc1 | -1%
Cc1ccc(/C=C(/C#N)S(C)(=O)=O)cc1 | 2%
O=C1CCCc2cc(S(=O)(=O)N3CCCC(C(=O)N4CCC5(CC4)OCCO5)C3)ccc2N1 (centres undefined) | 6%
Cc1cc(NC(=O)CCC(=O)N(Cc2ccco2)C2(C(=O)NC3CCCC3)CCCCC2C)no1 (centres undefined) | 11%
CC(C)c1ccc2c(c1)C1(CC(=O)Nc3c1sc(C(=O)O)c3-c1ccccc1)C(=O)N2C (centres undefined) | 15%
